Screens (PubChem BioAssay)
FBA Mtb inh = Mtb fructose-bisphosphate aldolase inhibition. P9WQA3. purified M. tuberculosis FBA, fluorescence read-out. inhibition, % at 1 µM. 2.3% of 360,000 active. AID 588726; in the data active means inhibition above about 27%;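 further: 0% = vehicle and 100% = reference inhibitor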
Target sequence (P9WQA3 whole entry, looked up): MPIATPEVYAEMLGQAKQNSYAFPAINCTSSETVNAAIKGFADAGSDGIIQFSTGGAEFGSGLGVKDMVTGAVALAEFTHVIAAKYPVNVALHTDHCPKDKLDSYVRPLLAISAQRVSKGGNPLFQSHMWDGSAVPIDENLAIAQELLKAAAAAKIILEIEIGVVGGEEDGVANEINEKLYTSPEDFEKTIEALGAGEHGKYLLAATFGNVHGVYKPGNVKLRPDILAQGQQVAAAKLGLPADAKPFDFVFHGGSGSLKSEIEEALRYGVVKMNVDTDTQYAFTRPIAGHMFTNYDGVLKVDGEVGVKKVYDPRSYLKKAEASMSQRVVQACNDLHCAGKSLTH
Mtb BioA inh = BioA (M. tuberculosis) enzyme inhibition; purified M. tuberculosis BioA enzyme, plate reader; inhibition, % at 9.99 µM; 0.096% of 360,000 active; AID 602481; in the data active means inhibition above about 40%; inconclusive means no clear call, values can overlap the other calls
GDH-TPI counter = counter-screen for M. tuberculosis FBA inhibitors: GDH-TPI coupled enzymes | GDH-TPI coupled enzyme counterscreen, NADH absorbance | inhibition, % at 4.8 µM | 1.2% of 360,000 active | AID 588335; in the data active means inhibition above about 30%;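 further: 0% = DMSO wells and 100% = wells lacking the enzyme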
Mtb UGM inh = inhibitors of M. tuberculosis UDP-galactopyranose mutase. P9WIQ1. inhibition, % at 10 µM. 0.06% of 320,000 active. purified UGM, fluorescence polarization probe displacement; in the data active means inhibition above about 10%, passing the limit was not always enough; inconclusive means no clear call, values can overlap the other calls
Target sequence (P9WIQ1 whole entry, looked up): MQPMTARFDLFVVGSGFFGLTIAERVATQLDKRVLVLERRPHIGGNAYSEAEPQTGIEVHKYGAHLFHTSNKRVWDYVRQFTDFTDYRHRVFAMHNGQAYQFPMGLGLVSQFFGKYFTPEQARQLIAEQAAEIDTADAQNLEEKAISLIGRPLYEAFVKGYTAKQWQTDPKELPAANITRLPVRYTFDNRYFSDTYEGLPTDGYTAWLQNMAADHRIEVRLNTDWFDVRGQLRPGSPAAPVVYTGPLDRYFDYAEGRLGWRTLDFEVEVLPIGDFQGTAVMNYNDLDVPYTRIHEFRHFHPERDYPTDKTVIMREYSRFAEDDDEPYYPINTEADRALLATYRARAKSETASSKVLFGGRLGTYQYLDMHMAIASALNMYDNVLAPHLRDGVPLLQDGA
Anthrax LF inh2 = anthrax lethal factor protease inhibition. 0.12% of 360,000 active. P15917. multiplex microsphere protease cleavage assay, LF. inhibition, % at 10 µM; further: plate controls were buffer without enzyme for full effect and enzyme alone for no effect
BoNT-A LC inh2 = BoNT A light chain protease inhibition; AID 588499; inhibition, % at 10 µM; 0.17% of 360,000 active; multiplex microsphere protease substrate cleavage, flow cytometry; further: plate controls were buffer without enzyme for full effect and enzyme alone for no effect
PfHsp40 yeast = compounds rescuing yeast from Plasmodium falciparum HSP40 toxicity; S. cerevisiae expressing PfHsp40, growth rescue, ATP luminescence; growth rescue, % at 12.5 µM; 0.68% of 340,000 active; in the data active means growth rescue above about 28%, passing the limit was not always enough; inconclusive means no clear call, values can overlap the other calls;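 further: yeast W303a lacking pdr1 and pdr3 grown in galactose medium; growth measured after three days at 30 °C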
FadD28 FP inh = blocks FadD28 binding to the bisubstrate probe; 0.22% of 360,000 active; inhibition, % at 12.5 µM; fluorescence polarization; in the data active means inhibition above about 8.5%, passing the limit was not always enough; inconclusive means no clear call, values can overlap the other calls
BoNT F protease = inhibitors of Botulinum neurotoxin F light chain protease; Multiplex microsphere protease cleavage assay, flow cytometry; inhibition, % at 10 µM; 0.22% of 360,000 active; AID 588497; in the data active means inhibition above about 35%, passing the limit was not always enough; inconclusive means no clear call, values can overlap the other calls; further: plate controls were buffer without enzyme for full effect and enzyme alone for no effect
* marks the source's active call; other numbers are inactive results; ? = inconclusive; nt = no result given; & = joins results of further samples. Unless noted, no stated cut-off is given here; in the data, active means inhibition above about 30%; inconclusive means no clear call, values can overlap the other calls; inactive means below that. An unsorted share of the library; 4.7% or so of the library scored in one or more.

Molecule	FBA Mtb inh	Mtb BioA inh	GDH-TPI counter	Mtb UGM inh	Anthrax LF inh2	BoNT-A LC inh2	PfHsp40 yeast	FadD28 FP inh	BoNT F protease
Cc1ccccc1-n1c(=O)cc(N2CCN(Cc3ccccc3)CC2)[nH]c1=O	2	-0.3	-14	1.3	-5	-0.5	-1.4	-0.1	-6
COC(=O)c1cc(C)nc2c1c(C)nn2-c1ccccc1	2	0.0	15	-0.6	7	0.2	-0.9	-2.2	-4
CCN(CC)CCNC(=O)c1cn(CC)c2cc(N3CCN(C)CC3)c(F)cc2c1=O	16	3.0	19	-0.8	-14	-3.5	-1.6	-0.2	8
CCOc1ccccc1OCCCC(=O)Nc1ccc(S(=O)(=O)Nc2cc(C)nc(C)n2)cc1	-1	-0.2	2	nt	-10	0.5	0.4	-2.5	2
Cc1c(CCC(=O)O)c(=O)oc2c(C)c3occ(-c4ccc(Br)cc4)c3cc12	3	0.4	9	-6.0	7	-0.8	-0.9	-2.7	2
CN(CC(CC(=O)Nc1nncs1)c1ccccc1)S(=O)(=O)c1ccc(Br)cc1 (stereo unspecified)	-1	0.4	-1	-1.7	-1	0.1	0.7	-2.5	-7
CCNC(=S)N(CCCN(CC)CC)Cc1cc2cc3c(cc2[nH]c1=O)OCO3	24	8.9	22	0.3	-10	2.3	-2.0	-0.3	?
COC(=O)/C(C(C)=O)=C(/C=C/C=C/N(C)C)N(C)C	-11	-2.0	3	-1.3	5	1.0	0.5	-2.8	2

A few values from the list.
For FadD28 FP inh, CCN(CC)CCNC(=O)c1cn(CC)c2cc(N3CCN(C)CC3)c(F)cc2c1=O has the entry -0.2
For Mtb UGM inh, COC(=O)c1cc(C)nc2c1c(C)nn2-c1ccccc1 has the entry -0.6

Remaining list, next part
Molecule	FBA Mtb inh	Mtb BioA inh	GDH-TPI counter	Mtb UGM inh	Anthrax LF inh2	BoNT-A LC inh2	PfHsp40 yeast	FadD28 FP inh	BoNT F protease
COc1ccc2c(c1)CCC1=C2NC(=S)NC1c1ccc(N(C)C)cc1 (stereo unspecified)	3	2.1	1	2.1	-4	-0.6	0.9	0.1	-3
CCOc1ccc(-c2nc3ccccc3c(=O)o2)cc1	0	-1.1	8	-0.8	-2	-0.2	-2.6	-3.1	-8
O=C(Nc1nc2ccc([N+](=O)[O-])cc2s1)c1ccncc1	9	nt	6	0.0	nt	nt	-0.5	-1.8	nt
COc1ccccc1CNS(=O)(=O)c1c(C)cc(C)cc1C	-2	3.1	4	nt	-5	-0.4	nt	-3.5	-2
CSCC[C@H](NC(=O)[C@H]1N2C(=O)c3ccccc3C2SC1(C)C)C(=O)NCc1ccncc1 (stereo partly specified)	0	0.5	-5	-0.9	-3	-0.7	0.3	-3.9	-4
Cc1ccc(NC(=O)CN2C(=O)NC3(CCC(C)CC3)C2=O)c(Cl)c1 (stereo unspecified)	-2	nt	6	0.4	-3	-0.7	-0.2	-0.8	1
O=[n+]1cc(-c2ccc(Br)cc2)n([O-])c2c1CCC2	0	nt	4	-1.9	2	0.0	-0.1	1.2	6
CN(C)c1ccc(/C=C/c2nc3ccccc3s2)cc1	3	0.0	9	-1.1	0	0.4	1.6	-0.4	4
CCOC(CNC(=O)C(=O)NCC(c1ccco1)N1CCN(c2ccc(OC)cc2)CC1)OCC (stereo unspecified)	2	-4.7	-8	1.3	0	-1.1	0.3	-0.3	-6
CCOc1ccc(CCNC(=O)COC(=O)c2ccc3c(c2)OCCO3)cc1OCC	3	-0.6	1	0.2	nt	nt	?	-0.7	nt
CC1(C)CC(=O)C=C(NCC(=O)O)C1	1	-2.0	4	-0.2	-3	0.8	-2.0	-1.1	-8
CC(C(=O)Nc1ccc(S(=O)(=O)N2CCCC2)cc1)N(C)Cc1ccc(F)cc1 (stereo unspecified)	3	0.8	11	-1.8	0	-0.3	-0.1	-2.8	-4
C[C@H]1CN([C@@H](C)CO)C(=O)c2cc(/C=C/c3ccccc3)cnc2O[C@H]1CN(C)C(=O)c1cccc(F)c1	64*	-7.7&-2.1	3	nt	-10	0.0	nt	-2.6	1
CSc1ccc(C(=O)C2CCCN(C(=O)CCc3c(C)nn(C)c3C)C2)cc1 (stereo unspecified)	-1	0.7	-4	2.1	-3	-1.9	0.2	-0.8	0
CC1CCCCN1CCCNC(=O)CN1C(=O)c2cccnc2Oc2ccccc21 (stereo unspecified)	1	nt	1	0.9	0	0.5	-0.3	-1.6	8
COc1ccc(CN2C(=O)C3C4C=CC(C4)C3C2=O)cc1 (stereo unspecified)	2	nt	-4	-1.9	-3	-1.3	-1.0	-4.4	-11
CC(=O)Nc1ccc(OC/C=C(\C)Cl)cc1	-2	nt	7	-0.5	2	0.4	0.1	-0.6	2
Cc1cc(C)cc(C(=O)Nc2cc3c4c(c2)CC(=O)N4CCC3)c1	1	-1.6	7	0.5	nt	nt	0.2	0.8	nt
CCN1C(=O)c2ccc(C(=O)Nc3nccs3)cc2C1=O	5	-0.6	14	-2.1	nt	nt	-0.8	0.4	nt
COc1cc(/C=C2\C[C@H]3[C@@H]4CC=C5C[C@@H](N6CCCC6)CC[C@]5(C)[C@H]4CC[C@]3(C)[C@H]2O)cc(OC)c1OC	-2	nt	0	nt	-2	0.9	2.0	-5.5	-14
CCOC(=O)C1=C(COC(=O)c2cc(S(=O)(=O)N3CCOCC3)ccc2F)NC(=O)NC1C (stereo unspecified)	1	-0.7	0	nt	0	-8.7	0.1	0.0	-4
CN1CCN(C(=O)c2cccn(Cc3ccc(C(F)(F)F)cc3)c2=O)CC1	-1	nt	7	-0.1	8	-3.7	-0.4	-1.6	-1
CCC1(C)Cc2nc3[nH]c(=S)n(-c4ccc(C)cc4)c(=O)c3cc2CO1 (stereo unspecified)	-3	nt	5	-1.9	-1	-0.2	-1.7	-2.1	3
CC(C)(C)Nc1nc(OCC(F)(F)F)nc(OCC(F)(F)F)n1	0	-0.7	-4	-1.7	-1	-0.8	-0.9	-0.8	-18
CC(C)C1Cc2c(sc3ncnc(NN)c23)CO1 (stereo unspecified)	2	-1.0	1	1.3	-25	-4.6	-0.4	-0.4	-35
Cc1c(C(=O)Nc2c(C)n(C)n(-c3ccccc3)c2=O)oc2ccccc12	-8	0.4	8	-2.0	-13	0.3	-0.8	-2.8	-4
OC(COc1ccc(OCC(O)CN2CCN(Cc3ccccc3)CC2)cc1)CN1CCN(Cc2ccccc2)CC1 (stereo unspecified)	1	-0.7	2	1.6	nt	nt	nt	-0.6	nt
O=C(Nc1cccc(Cl)c1)Nc1nnc([C@H]2C[C@H](O)[C@@H](CO)O2)s1	1	1.2	12	nt	-3	0.2	nt	-6.5	-2
CCOCC1(CCc2ccccc2)C(=O)NC(=S)NC1=O	0	-0.2	10	nt	5	0.2	-0.6	-1.0	0
O=C(NC1CCCCC1)C(=O)c1c[nH]c2ccccc12	1	-2.3	12	-0.7	-2	0.7	-0.9	-0.2	10
CCCc1c(O)nc(SCC(=O)NCc2ccco2)[nH]c1=O	-2	nt	1	0.4	5	0.3	-0.6	-0.9	4
CCc1ccc([C@H]2[C@@H]3C(=O)C[C@@H]4C(=O)NC(=O)[C@@H]4[C@@H]3CN2S(=O)(=O)c2ccc(C)cc2)cc1	4	0.2	nt	nt	1	-0.2	nt	-0.4	-6
CCNC(=O)C1(C)CCN1CCC(=O)c1ccc(Br)cc1 (stereo unspecified)	-1	0.1	2	nt	-1	-0.5	nt	-0.3	-6
CC(=O)Nc1ccccc1NC(=O)c1ccc2c(c1)OCO2	-1	-1.2	4	nt	-8	0.1	nt	-0.7	0
O=C(NCc1ccco1)c1sc2cccc(F)c2c1Cl	5	-0.6	11	-1.1	-3	?	-0.4	0.1	3
COc1cc(-n2c(C)nc3cc(C(=O)NCC4CCCO4)ccc32)cc(OC)c1OC (stereo unspecified)	0	-0.4	9	-1.2	-1	1.1	-0.4	-2.3	-4
O=C(Nc1cccc(-c2cnc3ccccc3n2)c1)c1ccco1	0	nt	20	1.0	-4	0.9	0.3	-2.0	0
O=C(Nc1ccc(OCC(=O)N2CCOCC2)cc1)c1ccccc1Cl	1	-0.7	0	0.6	4	-1.9	-0.7	-0.2	-6
CC1CC1C(=O)Nc1nc(-c2ccc(Cl)s2)cs1 (stereo unspecified)	1	nt	14	-5.0	-7	0.2	-1.2	-1.9	-6
CC1CCN(CCCNC(=O)C2CCCN(c3ncnc4c3nc3n4CCCCC3)C2)CC1 (stereo unspecified)	0	1.2	-6	1.1	2	-3.5	0.1	-0.2	-4
O=C(N1CCOCC1)N1CCN(S(=O)(=O)c2ccc(Cl)cc2)CC1	0	-2.0	12	0.8	-13	-2.4	-0.7	-0.2	?
O=C1NC(=S)N/C1=C\c1ccc(N2CCOCC2)cc1	-5	nt	5	1.6	0	-0.1	4.9	-4.3	1
COc1ccc(/C=N/Nc2nc3ccccc3c(=O)n2-c2ccccc2)cc1OC	-3	nt	60*	-1.9	-4	-0.9	-0.7	-1.5	-2
Cc1nc(-c2ccc(F)cc2)c(CC(=O)N(C)CC(=O)Nc2ccc(F)cc2)s1	0	22	-2	1.2	nt	nt	1.4	-2.7	nt
O=C(N/N=C/c1coc2ccccc2c1=O)c1ccc(Cl)cc1	-2	0.4	1	3.4	0	1.7	-0.6	-4.5	4
COc1ccc(CN(C)c2ccc(S(=O)(=O)N3CCN(C)CC3)cc2[N+](=O)[O-])cc1OC	-2	0.0	-4	2.8	-5	-0.2	0.8	-0.6	-5
CC1CCC(NCCc2ccc3c(c2)OCO3)CC1 (stereo unspecified)	3	0.3	5	4.0	-1	0.6	-0.6	-1.1	3
CC(C)C[C@H](NC(=O)c1nc[nH]c1C(=O)NCc1ccc(CNC(=O)OC(C)(C)C)cc1)C(=O)OC(C)(C)C	1	-1.8	2	-0.1	-4	-0.9	3.7	-2.8	-1
COc1ccccc1C(=O)NC1CCN(C(=S)NCCc2ccccc2)CC1	2	nt	1	-1.9	-1	0.8	0.8	-2.5	-7
CN(C)c1nc(C(F)(F)F)cc(=O)[nH]1	2	nt	10	-2.6	-2	-0.7	0.6	0.5	-4
Cc1ccc(NC2CC(=O)N(c3ccc(C)cc3)C2=O)cc1 (stereo unspecified)	2	-1.4	-4	0.7	-1	-0.1	0.8	-1.8	-2
O=C(NC(=S)NNC(=O)c1ccccc1O)c1ccccc1	3	-1.8	10	1.7	-2	-7.8	0.0	-2.7	?
N#C/C(=C\c1cccc(Oc2ccccc2)c1)C(=O)N1CCOCC1	-4	-2.1	-1	1.2	3	0.6	235*	-5.8	5
CC(C)c1ccc(NC(=O)C2CCN(S(=O)(=O)c3ccc4c(c3)C(C)(C)C(=O)N4C)CC2)cc1	0	0.2	-2	1.1	-10	-0.5	-0.3	-3.0	-5
COc1cc2c(cc1NC(=O)c1cccnc1)oc1ccccc12	2	3.0	14	1.1	-2	-1.0	15	-4.0	-1
CCOc1ccc(C(C)=O)cc1COC(=O)c1cccnc1SC	-2	-2.1	6	0.7	-1	-0.9	-1.3	-0.8	-3

Continued.
Molecule	FBA Mtb inh	Mtb BioA inh	GDH-TPI counter	Mtb UGM inh	Anthrax LF inh2	BoNT-A LC inh2	PfHsp40 yeast	FadD28 FP inh	BoNT F protease
COc1cc(S(=O)(=O)N2CCN(c3ccc(F)cc3)CC2)ccc1Cl	-3	-1.8	4	1.9	-1	-0.1	0.4	0.3	6
CC(NC(=S)Nc1ccccc1OC(F)F)C(C)(C)C (stereo unspecified)	-1	1.2	-7	-2.6	-1	-0.2	1.1	0.0	-2
C(=C\c1ccccc1)/CN1CCN(c2ncnc3c2oc2ccccc23)CC1	3	nt	9	-1.4	-5	?	2.3	-2.4	-2
O=c1c2ccccc2nc(SCc2cc(F)ccc2F)n1C1CCCC1	-2	-1.3	8	-1.2	-4	0.0	-1.3	-2.1	-13
